Screening results deposited in PubChem BioAssay by National Center for Advancing Translational Sciences (NCATS).
ATXN2 expr inh = Primary qHTS for Inhibitors of ATXN expression; HEK-293 ATXN2-luciferase reporter, luminescence, 24 h; Potency, µM (highest dose often 57 µM), without a hit: top-dose activity change, negative = inhibition, most hits filed as inhibitors; actives 0.72% (n = 360,000); AID 1745845, 2022; note: potency is the fitted concentration of half-maximal effect; % is set by controls: 0 for no effect and ±100 for the full control effect; nearly all actives have a fitted effect of over 55% in size
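qHTS (up to 57 uM final) was run with 24 h compound exposure of reporter cells at 37 °C. Each well was multiplexed: SteadyGlo luminescence measured ATXN2-luciferase expression after a fluorogenic Gly-Phe-AFC viability readout (25 uM final).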
Nrf2 inh = Nrf2 qHTS screen for inhibitors. AID 504444, 2011. actives 2.1% (n = 360,000). Potency, µM (titrated, usually from 46 µM), for inactives: at the highest dose activity change, negative = inhibition, usual class: inhibitors. A549 ARE-Fluc reporter, luciferase luminescence, 18-24 h; note: potency is the fitted concentration of half-maximal effect; % is set by controls: 0 for no effect and ±100 for the full control effect; nearly all actives have a fitted effect of over 60% in size
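Nrf2 activity is the BugLite luminescence, read 15 min after reagent at room temperature, following CellTiter-Fluor cytotoxicity readout (30 min, 37C). Compound titrations were applied for 18-24 h to 5000 A549 ARE_Fluc cells/well in 5% FBS OPTI-MEM.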
ATXN viability = Viability Counterscreen for Primary qHTS for Inhibitors of ATXN expression | S2 cells (HEK-293 line with an ATXN2-luciferase reporter) viability, CellTiter-Fluor protease fluorescence, 24 h | Potency, µM (series often up to 56.7 µM), hits mostly cytotoxic | actives 0.49% (n = 400,000); note: potency is the fitted concentration of half-maximal effect; nearly all actives have a fitted effect of over 40% in size
TGFb inhibitor = qHTS for Inhibitors of TGF-b; AID 588855, 2011; Potency, µM (top dose mostly 46.1 µM), inactives show at the highest dose activity, negative = inhibition, most hits filed as inhibitors; actives 1.2% (n = 410,000); HepG2 CAGA-GFP TGF-b/SMAD3 reporter, GFP fluorescence, 18 h; TGF-beta stimulated, 500 pg/mL final; note: potency is the fitted concentration of half-maximal effect; % is set by controls: 0 for no effect and ±100 for the full control effect; nearly all actives have a fitted effect of over 65% in size
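First, reporter cells (HEPG2 CAGA-GFP) rested 2 h at 37 degrees C. Next, compounds were pinned in and TGF-beta added to 500 pg/mL final. After 18 h, GFP was imaged per cell and summed per well.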
HepG2 viability = qHTS for Inhibitors of TGF-b: Cytotox Counterscreen; HepG2 CAGA-GFP viability, ATP luminescence, 18 h; Potency, µM (highest dose often 46.1 µM), for the others: at the highest dose activity change, negative = cytotoxicity, hits mostly cytotoxic; actives 0.76% (n = 410,000); note: potency is the fitted concentration of half-maximal effect; some results filed as inactive show a strong effect at the top dose
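HepG2 CAGA-GFP cells (1000/well, DMEM with 1% FBS) received compound, then TGF-beta at 500 pg/mL final, and were incubated 18 hours at 37 degrees C. Viability was read by CellTiter-Glo luminescence. Media-only wells were set as complete cell-killing and DMSO as no toxicity.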
IL2 activator = qHTS of IL-2 Activators. activation, % (series mostly up to about 46 µM). actives 0.065% (n = 360,000). IL-2 activation reporter assay, cell-based qHTS; stimulated with anti-CD3/CD4/CD28 beads; in transgenic mouse T cells; in the data active = activation above about 50%; inconclusive = mostly about 30% to 49%; note: 0% is about no effect
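First, unstimulated transgenic mouse T cells were exposed to compound for 60 min. Next, anti-CD3/anti-CD4-coated beads with anti-CD28 were added. Finally, after 18 h at 37 degrees C, EGFP and DsRed were imaged.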
Nrf2 activator = qHTS of Nrf2 Activators. actives 0.31% (n = 410,000). Potency, µM (titrated, usually from 46.1 µM), without a hit: at the top dose activation, usual class: activators. AID 624171, 2012. AREc32 ARE-luciferase reporter (MCF7-derived line), luminescence, 24 h; note: potency is the fitted concentration of half-maximal effect; % of control where 0% means no effect; nearly all actives have a fitted effect of over 65% in size
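Reporter line AREc32 (ARE-Fluc), seeded overnight in OPTI-MEM with 5% FBS; compound pin-transferred, 24 hr at 37 deg C, 5% CO2; luminescent read-out.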
A549 viability = Nrf2 qHTS screen for inhibitors: counterscreen for cytotoxicity; A549 ARE-Fluc cells, CellTiter-Fluor viability, 18-24 h; Potency, µM (top dose mostly 46 µM), for inactives: at the highest dose activity change, negative = cytotoxicity, most hits filed as inhibitors; actives 0.16% (n = 390,000); AID 504648, 2011; note: potency is the fitted concentration of half-maximal effect; % is set by controls: 0 for no effect and ±100 for the full control effect
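A549 ARE_Fluc cells in 5% FBS OPTI-MEM were exposed to compounds in concentration-response for 18-24 h at 37 deg C. Viability was read by CellTiter-Fluor fluorescence (Ex 405/Em 525) after 30 min, before the luciferase read.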
EPAC2 ag = qHTS for Agonist of cAMP-regulated guanine nucleotide exchange factor 4 (EPAC2): primary screen; EPAC2 activation, biochemical qHTS; response scale: 100% = 6.5 mM cAMP response; Potency, µM (top dose mostly 154 µM), inactives show at the highest dose activation, most hits filed as activators; actives 0.079% (n = 360,000); note: potency is the fitted concentration of half-maximal effect; nearly all actives have a fitted effect of over 50% in size
Target sequence (Q8WZA2 whole entry, looked up): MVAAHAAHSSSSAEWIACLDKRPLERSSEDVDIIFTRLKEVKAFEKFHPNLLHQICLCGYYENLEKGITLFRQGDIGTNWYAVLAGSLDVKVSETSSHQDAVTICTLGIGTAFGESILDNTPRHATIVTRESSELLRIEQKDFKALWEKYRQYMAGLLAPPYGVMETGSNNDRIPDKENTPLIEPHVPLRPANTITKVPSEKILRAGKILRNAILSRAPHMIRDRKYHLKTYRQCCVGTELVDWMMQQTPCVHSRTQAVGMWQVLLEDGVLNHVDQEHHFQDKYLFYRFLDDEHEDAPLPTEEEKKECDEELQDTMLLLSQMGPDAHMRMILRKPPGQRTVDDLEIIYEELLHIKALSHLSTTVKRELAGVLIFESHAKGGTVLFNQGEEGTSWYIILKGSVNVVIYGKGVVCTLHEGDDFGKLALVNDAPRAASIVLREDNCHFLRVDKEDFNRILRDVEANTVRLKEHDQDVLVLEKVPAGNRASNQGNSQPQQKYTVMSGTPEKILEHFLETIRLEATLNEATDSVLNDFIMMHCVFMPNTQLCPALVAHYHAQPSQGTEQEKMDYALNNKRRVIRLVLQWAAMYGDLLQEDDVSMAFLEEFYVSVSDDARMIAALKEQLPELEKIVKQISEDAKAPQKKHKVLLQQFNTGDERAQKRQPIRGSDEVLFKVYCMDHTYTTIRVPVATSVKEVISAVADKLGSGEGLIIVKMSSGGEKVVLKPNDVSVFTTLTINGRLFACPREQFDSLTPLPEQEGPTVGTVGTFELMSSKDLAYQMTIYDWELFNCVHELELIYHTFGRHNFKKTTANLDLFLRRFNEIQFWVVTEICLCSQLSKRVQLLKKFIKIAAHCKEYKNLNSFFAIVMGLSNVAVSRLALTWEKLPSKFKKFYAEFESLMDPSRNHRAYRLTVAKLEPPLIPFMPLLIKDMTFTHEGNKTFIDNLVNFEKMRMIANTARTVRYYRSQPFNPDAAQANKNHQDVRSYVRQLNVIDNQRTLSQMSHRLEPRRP
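Fluorescence exchange assay: 100 nM EPAC2 with 250 nM RAP1B-BODIPY-GDP and 50 uM GDP; compounds tested as a concentration-titration series (qHTS). Loss of Rap1-bound BODIPY-GDP fluorescence read at 480/540 nm; data normalized to 6.5 mM cAMP.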
An asterisk follows results filed as active; i = inactive; ? = inconclusive; · = not tested or not shown; & = joins results of further samples; [ ] = another dose, or the depositor's remark. Unless noted, calls come from the whole dose curve; as a rule, active = well fitted curve in the direction sought with a large enough effect; inconclusive = small, poorly fitted or top-dose-only effect, or another doubt; inactive = no such curve, though single readings can be large; an effect the other way counts as inactive or inconclusive. Outcome played no part in choosing rows (roughly 4.3% active in at least one column).

SMILES	ATXN2 expr inh	Nrf2 inh	ATXN viability	TGFb inhibitor	HepG2 viability	IL2 activator	Nrf2 activator	A549 viability	EPAC2 ag
O=C(COC(=O)c1cccnc1Cl)NCc1ccc2c(c1)OCO2	-8%	-8%	i	-12%	-9%	0.3	-0.1%[9.22 µM]	2%	2%
Cc1ccc(NC(=O)Cn2cncc2-c2ccc([N+](=O)[O-])cc2)cc1C	-16%	-4%	?	-20%	18%	1.3	0.0%	-1%	0%
COc1cccc(-n2nc3c(=O)n(Cc4ccccc4Cl)nc(C)c3c2C)c1	-2%	0%	i	-10%	-10%	0.0	0.6%	-12%	6%
CCCC1(C(=O)OCC)NC(c2ccc(N(C)C)cc2)C2C(=O)N(c3ccccc3)C(=O)C21 (stereo not drawn)	-6%	17%	i	3%	1%	-4.3	0.8%	-4%	12%
COc1ccc(-n2nc3c(c2NC(=O)C2CCCC2)CS(=O)C3)cc1 (stereo not drawn)	3%	11%	i	-12%	1%	-2.0	-1.2%	1%	7%
O=C(CSc1nc2nc(-c3cccs3)cc(C(F)(F)F)c2c(=O)[nH]1)C(F)(F)F	-7%	?	i	-16%	-12%	-1.5	9.1%	2%	0%
Cn1ncc2nnn(-c3ccccc3)c(=O)c21	0%	·	i	-13%	3%	-3.9	0.5%	4%	0%
CCN(CC)CCOC(=O)C(Cc1ccco1)Cc1cccc2ccccc12 (stereo not drawn)	-12%	-7%	i	-25%	-30%	-1.6	18%	-5%	4%
CCCCc1nc2c(=O)[nH]c3ccccc3c2o1	31%[activator]	15%	i	-3%	0%	-2.4	-0.1%	-3%	-4%
Cc1cccc(Cn2c(=O)n(CCc3ccccc3)c(=O)c3c(C)c(C)sc32)c1	2%	-16%	i	22%	0%	·	-0.6%	12%	·
S=C1SCN(CCc2ccccc2)CN1CCc1ccccc1	·	·	?	?	-12%	-4.4	?	·	4%
Cc1ccc(-n2c(SCC(=O)O)nc3sc4c(c3c2=O)CCCC4)cc1	-9%	-12%&-13%	i	3%&-2%	-2%&4%	0.7	0.2%&-0.1%	0%&-6%	4%
CC(NC(=O)c1cc(-c2ccc(Br)cc2)on1)c1ccccc1 (stereo not drawn)	-11%	·	i	14%	-4%	4.0	-0.3%	-2%	3%
O=C(Nc1cccnc1)c1ccc2nc(-c3ccccc3)c(-c3ccccc3)nc2c1	-25%	-23%	i	-4%	-29%	1.0	-0.7%	-1%	18%
Cn1c(SCC(=O)Nc2ccc3c(c2)oc2ccccc23)nnc1-c1ccccc1	6%	6%&-11%	i	-22%&-8%	-40%&-7%	-0.5	3.9%	0%&-12%	-2%
CC1CCN(CCCNC(=O)CCc2nnc3n(CCc4ccccc4)c(=O)c4ccccc4n23)CC1	-5%	?	i	1%	-5%	-1.8	2.1%	-6%	4%
Cc1cc(C)nc(N2CCCC(C(=O)Nc3ccc4nc(C)c(C)nc4c3)C2)n1 (stereo not drawn)	-14%	?	i	1%	-7%	-2.2	-0.2%	-3%	2%
CCCCCCCCCCCCN1C/C(=C\C(=O)OCC)c2ccccc2S1(=O)=O	7%	5%	i	19%&10%	2%&4%	-4.9	0.1%	3%	0%
CCN1CCCC1Cn1cnc2c([nH]c3ccc(OC)cc32)c1=O (stereo not drawn)	-3%	0%	i	-19%	-21%	-1.2	0.3%	2%	4%
Cn1c(SCc2cc(=O)n3cc(Br)ccc3n2)nnc1C1COc2ccccc2O1 (stereo not drawn)	1%	-8%	i	-12%	15%	1.3	-0.9%	-12%	5%

Full records, quoted from the list. Order of values: ATXN2 expr inh, Nrf2 inh, ATXN viability, TGFb inhibitor, HepG2 viability, IL2 activator, Nrf2 activator, A549 viability, EPAC2 ag
Record of Cn1ncc2nnn(-c3ccccc3)c(=O)c21 = 0%, ·, i, -13%, 3%, -3.9, 0.5%, 4%, 0%
Record of Cc1ccc(NC(=O)Cn2cncc2-c2ccc([N+](=O)[O-])cc2)cc1C = -16%, -4%, ?, -20%, 18%, 1.3, 0.0%, -1%, 0%
Record of O=C(COC(=O)c1cccnc1Cl)NCc1ccc2c(c1)OCO2 = -8%, -8%, i, -12%, -9%, 0.3, -0.1%[9.22 µM], 2%, 2%

Next compounds follow:
SMILES	ATXN2 expr inh	Nrf2 inh	ATXN viability	TGFb inhibitor	HepG2 viability	IL2 activator	Nrf2 activator	A549 viability	EPAC2 ag
O=C(Nc1cccs1)N1CCN(c2ncccn2)CC1	·	-8%	i	-4%	3%	2.6	0.1%	1%	-3%
CC1CCC(N2CCN(C(=O)c3ccccc3F)CC2)CC1 (stereo not drawn)	·	-1%	?	7%	-9%	0.0	-1.1%	6%	6%
COc1ccc(NC(=O)CN(C)S(=O)(=O)c2ccc3c(c2)CCCN3C(C)=O)cc1Cl	-21%	·	i	-25%	-21%	·	0.3%	-3%	·
NC(=O)c1c(N)sc2c1CCC2	2%	-9%	i	-5%	-4%	-0.4	0.0%	1%	4%
CCCN(CCC)Cc1c(C(=O)N/N=C/c2cccs2)nnn1-c1nonc1N	-10%	4%	i	26%	-8%	1.1	7.2%	5%	9%
CCCc1nc(-c2ccc(-c3ccc(F)cc3)cc2)no1	40%[activator]	0%	i	-11%	-30%	-2.0	2.1%	-3%	5%
O=c1cc(CN(Cc2ccccc2)Cc2ccccc2)c2ccccc2o1	-2%	·	i	?	-20%	0.3	4.3%	·	8%
CN(CC(=O)Nc1cccc(F)c1)C(=O)CCc1nc2sc3c(c2c(=O)[nH]1)CCCC3	-25%	?	?	-21%	-58%	-0.9	13%	-16%	-5%
Cc1sc2c(c1C)c(=O)n(Cc1ccccc1)c(=O)n2Cc1ccc(F)cc1	4%	-1%	i	-5%	3%	·	-1.3%	3%	·
CCOCc1[nH]c(=S)[nH]c(=O)c1Cc1ccc(OC(C)C)cc1	·	-13%	i	-20%	-14%	-3.6	0.6%	-2%	8%
CCC(=O)N1N=C(c2ccc(C)o2)CC1c1ccc(OC)cc1 (stereo not drawn)	-1%	?	i	0%	9%	0.5	5.6%	7%	-1%
COc1ccc(/C(N)=N/OC(=O)c2ccc(Br)o2)cc1	52%[activator]	?	i	6%	-19%	0.7	10%	18%	8%
COc1ccc(N=NC2C(=O)N(c3ccccc3)N=C2C)cc1 (stereo not drawn)	3%	1%	i	1%	-12%	-2.2	5.8%	?	18%
COC(=O)c1ccc(NC(=O)C2CC(=O)OC2c2ccccc2)cc1 (stereo not drawn)	-13%	3%	?	10%	-1%	1.7	-0.7%	3%	11%
CC(=O)OCC(=O)[C@@]1(O)CC[C@H]2[C@@H]3CCC4=CC(=O)CC[C@]4(C)[C@H]3[C@@H](O)C[C@@]21C	1%&1%	0.041µM*	i	0%&-8%	4%&7%	-0.7&0.2	-0.8%&3.6%	-9%&-14%	0%&2%
O=C(O)c1ccc(COc2ccccc2/C=C2\NC(=O)N(Cc3ccc(F)cc3)C2=O)cc1	-23%	-24%	i	0%	-15%	-4.3	0.2%	-3%	21%
CCC1CCCCN1S(=O)(=O)c1ccc(C(=O)Nc2nnc(-c3ccccc3Cl)o2)cc1 (stereo not drawn)	?	5.2µM*	?	-6%	2%	-1.2	-0.2%	?	8%
Oc1ccc2ccccc2c1N=Nc1ccc(F)cc1	-7%	15%	i	-1%	-21%	-1.9	?	?	5%
CC(=O)NC(CC(=O)OCC(=O)c1c(N)n(C)c(=O)n(C)c1=O)c1ccccc1 (stereo not drawn)	-31%	-5%	i	-1%	7%	-0.3	-0.8%	-5%	-5%
CCc1ccc(S(=O)(=O)c2cn(C)c3cc(OC)c(OC)cc3c2=O)cc1	-15%&0%	-8%&-26%	i	-3%&14%	-1%&1%	-0.6	0.1%&0.0%	3%&4%	-2%
Cc1ccc(S(=O)(=O)N2CCC(C(=O)N3CCC3)CC2)cc1	-2%	14%	i	1%	-16%	-2.0	0.3%	7%	2%
COc1cc(C(=O)Nc2nnc(C3CC3)s2)ccc1OCc1c(C)noc1C	8%	?	i	5%	5%	-0.7	0.1%	-1%	-5%
C=CC[C@H](CC(=O)N(CCO)Cc1ccccc1)C(=O)N[C@H](COC(=O)[C@@H](CC=C)CC(=O)OC(C)(C)C)c1ccccc1	?	-16%	·	?	-10%	-0.4	-0.7%	-9%	-6%
Cc1ccc(NC(=O)Cn2nnc(-c3nc(-c4ccncc4)no3)c2N)c(C)c1	·	?	·	·	-14%	·	1.8%	-3%	·
O=C(NC1CCCC1)C(c1ccncc1)N(C(=O)c1ccco1)c1ccccc1 (stereo not drawn)	21%	-16%	i	-1%	-2%	-0.7	-0.4%	1%	3%
COc1ccc(NC(=O)COC(=O)C2CC(=O)N(Cc3ccc(C)cc3)C2)cc1 (stereo not drawn)	-24%	9%	i	1%	-3%	-0.4	-0.6%	0%	14%
CCn1ccc(C(=O)Nc2ccsc2C(=O)OC)n1	3%	2%	i	-12%	-50%	-2.2	31%	-1%	10%
CCS(=O)(=O)c1ccc(OC)c(N=Nc2ccc(O)c3ncccc23)c1	-7%	?	i	5%	-12%	-5.2	0.3%[9.22 µM]	?	-1%
CSc1nc(Cc2ccccc2)cc(=O)[nH]1	-2%	?	i	-1%	4%	-0.4	-0.7%[9.22 µM]	-2%	3%
CC(C)CC(=O)NC(=S)Nc1ccc(S(=O)(=O)NC(C)(C)C)cc1	-7%	-27%	i	-11%	1%	-2.0	2.5%	2%	-6%
CC(C)(C)c1ccc(NC(=O)c2ccc3c(c2)S(=O)(=O)c2ccccc2C3=O)cc1	3%	10%	i	6%	-3%	-0.1	0.1%	-4%	-3%
COc1ccc(C2CC(=O)Oc3cc(O)cc(O)c32)cc1 (stereo not drawn)	-8%	0%	i	0%	-26%	-1.7	-0.7%	-5%	4%
